# High-throughput results (PubChem)
# HEK293 tox: cytotoxicity counter-screen for GLP-1 receptor inverse agonists | 410,000 compounds, 0.13% hits | HEK293 cAMP-luciferase reporter cells, luminescence, 24 h | Potency, µM (doses to about 38.3 µM), inactives show at the top dose activity change, negative = inhibition, usual class: inhibitors;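 also: loss of luciferase light is scored as toxicity; potency is read from the fitted curve at half-maximal effect; % is scaled to controls: 0 for no effect and ±100 for the full control effect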
#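 Here, cytotoxicity is scored as loss of luminescence. The MLSMR collection was tested on cells seeded in medium containing 10% Nu serum, with a 24 hr compound exposure preceded by 12 hours of culture.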
# D3 ag: D3 dopamine receptor (human) agonism; AID 652048; 410,000 compounds, 0.58% hits; D3R DiscoveRx beta-arrestin cells, luminescence, 90 min; P35462; max activation, %; in the data active = max activation above about 30%; also: 0% is about no effect; mostly tested at two doses, the higher about 12 µM
#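 Agonist-mode cell screen: cells plated at 1500/well and incubated overnight at 37 °C, then exposed to library compounds for 90 min at 37 °C. Detection reagent was added for 30–60 min at room temperature, and luminescence was read.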
# WRN helicase inh: WRN helicase (human) inhibition; WRN helicase unwinding, fluorescent forked duplex, kinetic; Potency, µM (doses to about 114 µM), inactives show at the top dose activity change, negative = inhibition, actives largely listed as inhibitors; 360,000 compounds, 0.46% hits; AID 651768; also: potency is read from the fitted curve at half-maximal effect; % is scaled to controls: 0 for no effect and ±100 for the full control effect; nearly all actives have a fitted effect of over 55% in size
#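 WRN at 20 nM final was preincubated with compound for 15 min at room temperature; reaction started with 100 nM forked duplex oligonucleotide carrying fluorophore and quencher plus 2 mM ATP (final). Unwinding followed kinetically by red fluorescence (ex 525/em 598 nm).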
# GLP1R ag: GLP-1 receptor (human) agonism. HEK293 GLP-1R CRE-luciferase, luminescence, 4-6 h; cells express a hypersensitive GLP-1R form. Potency, µM (top dose mostly 45.6 µM), inactives show at the highest dose activation, hits mostly activators. 380,000 compounds, 0.007% hits; also: potency is read from the fitted curve at half-maximal effect; % of control where 0% means no effect
# GLP1R inv ag: acts as inverse agonist at human GLP-1 receptor; P43220; HEK293 GLP-1R CRE-luciferase, luminescence, 24 h; GLP-1R form is constitutively active; Potency, µM (doses to about 38.3 µM), for inactives: at the top dose activity change, negative = inhibition, most hits filed as inhibitors; 410,000 compounds, 1.6% hits; also: potency is read from the fitted curve at half-maximal effect; % is scaled to controls: 0 for no effect and ±100 for the full control effect; nearly all actives have a fitted effect of over 55% in size
#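 Luminescence readout: a drop in cAMP-driven luciferase signal flags inverse agonism at a constitutively active GLP-1R stably expressed in HEK293. Compound exposure lasted 24 hr at 37 deg C, 5% CO2.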
# PI5P4K alpha inh: PI5P4K alpha (human) kinase inhibition | P48426 | 330,000 compounds, 1.2% hits | PI5P4Kalpha enzyme, ADP-Glo luminescence, 60 min; stronger effect = lower value | max response, %; active = max response of -50% or lower; inconclusive = between -30% and -50%; inactive = -30% or higher; also: value at the top dose of about 77 µM; % is scaled to controls: 0 for no effect and ±100 for the full control effect
# Target sequence (P48426 whole entry, looked up): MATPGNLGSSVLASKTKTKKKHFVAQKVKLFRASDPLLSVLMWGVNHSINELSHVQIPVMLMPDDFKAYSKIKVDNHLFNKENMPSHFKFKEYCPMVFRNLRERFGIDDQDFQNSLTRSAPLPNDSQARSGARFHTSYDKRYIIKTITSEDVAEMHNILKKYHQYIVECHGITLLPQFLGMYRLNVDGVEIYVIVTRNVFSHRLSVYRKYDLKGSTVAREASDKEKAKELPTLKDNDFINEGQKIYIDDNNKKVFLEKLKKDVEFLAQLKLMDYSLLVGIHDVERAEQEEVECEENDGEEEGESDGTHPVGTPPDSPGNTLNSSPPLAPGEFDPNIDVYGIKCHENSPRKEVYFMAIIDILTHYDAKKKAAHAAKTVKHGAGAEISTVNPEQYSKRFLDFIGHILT
#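 Single end-point luminescence (ADP-Glo) quantified ADP from PI5P4Kalpha turnover; ATP 5 microM final, 1 h at RT, 0.1% CHAPS and 0.28 mM EGTA in HEPES pH 7.4.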
# PLK1 PBD block: blocks phosphopeptide binding to human PLK1 polo-box domain | AID 720504 | Potency, µM, without a hit: max response, negative = inhibition, actives largely listed as inhibitors | Plk1 PBD binding of FITC phosphopeptide, fluorescence polarization | 360,000 compounds, 2.8% hits; also: potency is read from the fitted curve at half-maximal effect; series mostly up to about 57 µM; % is scaled to controls: 0 for no effect and ±100 for the full control effect; nearly all actives have a fitted effect of over 65% in size
# Target sequence (P53350 whole entry, looked up, the tested form may be a part): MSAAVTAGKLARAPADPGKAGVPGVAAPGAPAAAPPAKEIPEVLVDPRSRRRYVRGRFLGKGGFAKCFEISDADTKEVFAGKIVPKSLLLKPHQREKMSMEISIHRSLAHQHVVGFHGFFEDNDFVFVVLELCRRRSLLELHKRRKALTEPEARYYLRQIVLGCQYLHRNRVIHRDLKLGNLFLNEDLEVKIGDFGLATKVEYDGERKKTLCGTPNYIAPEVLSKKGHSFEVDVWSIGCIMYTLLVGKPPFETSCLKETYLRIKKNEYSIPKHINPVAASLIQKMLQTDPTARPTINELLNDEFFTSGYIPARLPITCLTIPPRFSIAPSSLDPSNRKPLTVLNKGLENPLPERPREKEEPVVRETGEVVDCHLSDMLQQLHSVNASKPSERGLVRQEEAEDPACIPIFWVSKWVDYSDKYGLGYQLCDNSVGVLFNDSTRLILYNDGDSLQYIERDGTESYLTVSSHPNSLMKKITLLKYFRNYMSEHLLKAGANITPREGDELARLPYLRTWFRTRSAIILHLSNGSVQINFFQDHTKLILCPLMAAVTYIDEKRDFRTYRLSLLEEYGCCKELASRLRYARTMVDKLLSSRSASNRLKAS
# DRD3 antagonist: blocks the human D3 dopamine receptor. AID 652054. 360,000 compounds, 2.5% hits. max response, negative = inhibition, %. P35462. D3R cells, DiscoveRx beta-arrestin luminescence, antagonist mode; stronger effect = lower value; in the data active = max response below about -50%; inconclusive = no clear call, values can overlap the other calls; also: % is scaled to controls: 0 for no effect and ±100 for the full control effect; mostly tested at two doses, the higher about 12 µM
#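 Cells plated overnight at 1500 cells/well, then exposed to library compounds with dopamine controls for 90 minutes at 37 degrees C. DiscoveRx reagent added for 30–60 minutes at room temperature; luminescence read, quantitative HTS format.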
# IL-2 act: activates IL-2 in a cell-based reporter assay. IL-2 activation reporter assay, cell-based qHTS; stimulated with anti-CD3/CD4/CD28 beads; in transgenic mouse T cells. activation, % (series mostly up to about 46 µM). 360,000 compounds, 0.065% hits; in the data active = activation above about 50%; inconclusive = mostly about 30% to 49%; also: 0% is about no effect
#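 Using fluorescent plate cytometry, EGFP and DsRed are detected in transgenic mouse T cells stimulated 18 h at 37 degrees C with antibody-coated beads after 60 min compound pretreatment.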
# * = called active by the depositor; ? = inconclusive; / = no result given; [ ] = another dose, or the depositor's remark. Unless noted, calls follow the shape of the dose curve; as a rule, active = well fitted curve in the direction sought with a large enough effect; inconclusive = small, poorly fitted or top-dose-only effect, or another doubt; inactive = no such curve, though single readings can be large; an effect the other way counts as inactive or inconclusive.
No.	SMILES	PI5P4K alpha inh	GLP1R ag	HEK293 tox	DRD3 antagonist	WRN helicase inh	PLK1 PBD block	GLP1R inv ag	IL-2 act	D3 ag
1	CCS(=O)(=O)N1Cc2ccccc2CC1C(=O)OCC(=O)Nc1ccc(SC(F)F)cc1 (stereo not drawn)	-23.3	12.3%	-17.6%	6.4	-22.9%	-7.0%	?	-1.6	5.2
2	CCC(C)(C)NC(=O)c1ccc2c(c1)S(=O)(=O)c1ccccc1C2=O	1.5	27.0%	-7.3%	17.0	-2.7%	-7.2%	1.5%	-0.7	1.6
3	COC(=O)c1ccc(COc2nc(C)cc(C)c2C#N)o1	/	30.5%	3.8%	-28.5	-1.3%	-8.3%	58.8%[activator]	-3.8	-23.1
4	CC1=C(C(=O)OC2CCCCCCC2)C(c2cccc(O)c2)NC(=O)N1 (stereo not drawn)	/	18.5%	-22.6%	49.2	-14.4%	-4.5%	0.0%	-0.7	10.9
5	O=C(N/N=C/c1cc(Br)ccc1O)C(c1ccncc1)N1CCOCC1 (stereo not drawn)	-4.1	5.8%	2.6%	16.9	-2.1%	-7.8%	?	0.4	5.7
6	Cc1cc(C)n(S(=O)(=O)c2ccccc2[N+](=O)[O-])n1	1.8	11.8%	-8.8%	-9.9	7.2%	-7.4%	-2.3%	-1.3	-5.9
7	O=C(Nc1cccc(-c2cnc3ccccc3n2)c1)c1ccncc1	-2.2	9.5%	12.7%	35.5	-27.5%	-5.6%	60.8%[activator]	-5.7	2.5
8	COc1ccc(N2CCN(C(=O)CN3CCN(c4nc(-c5ccc(F)cc5)cs4)CC3)CC2)cc1	23.4	9.2%	-0.7%	6.3	-9.4%	-3.0%	?	-3.8	2.5
9	COc1cccc(C(=O)CSc2nnc(-c3cccs3)o2)c1	/	-0.3%	10.3%	13.1	-5.7%	-8.4%	-20.9%	-2.6	7.7
10	CC(=O)c1ccc(N2CCN(C(=O)CCCc3nc4ccccc4s3)CC2)cc1	0.7	4.9%	17.8%	2.2	-3.2%	-4.9%	-3.0%	-0.9	13.3
11	Cc1nc2c(nnn2Cc2c(Cl)cccc2Cl)c(=O)[nH]1	-0.6	-4.8%	-2.1%	15.6	-11.1%	-17.8%	9.8%	0.5	-1.3
12	Cc1cc(C(=O)CN2C(=O)NC3(CCCc4ccccc43)C2=O)c(C)n1Cc1ccccc1 (stereo not drawn)	-8.1	-9.0%	1.1%	5.3	-4.5%	3.6%	?	-0.2	2.1
13	CC(=O)N1CCOc2ccc(S(=O)(=O)NC[C@H]3O[C@@H](n4cnc5c(N)ncnc54)[C@H](O)[C@@H]3O)cc21	2.2	0.3%	1.0%	20.0	0.3%	-3.9%	15.4%	-0.1	10.8
14	Cc1cc(=O)[nH]c2ccc(Cc3ccccc3)cc12	-1.4	27.2%	0.0%	9.5	7.5%	-1.7%	62.2%[activator]	0.4	8.3
15	COC(CNC(=O)[C@H](Cc1ccccc1)N1Cc2ccccc2C1=O)OC	-2.0	0.8%	1.7%	21.7	-1.9%	3.3%	9.8%	-2.7	-10.0
16	COc1ccc(Cl)cc1N(CC(=O)N1CCC(C)CC1)S(C)(=O)=O	/	0.3%	3.9%	-11.2	4.9%	-11.9%	0.0%	1.3	-1.4
17	COc1ccc(SC[C@H](C)CN2CC[C@H](NC(=O)OCc3ccccc3)CCC2=O)cc1	5.1	12.1%	15.6%	20.4	-8.3%	-27.2%	10µM*	-4.0	15.2
18	COC(=O)[C@]12CCCCC=C1N(Cc1ccc(Cl)cc1Cl)C(=O)[C@H](CC(=O)N1CCCC1)C2	15.9	5.9%	-6.0%	6.2	-2.9%	5.9%	?	1.4	2.1
19	C/C(=C\C(=O)c1ccccc1)NNC(=O)c1ccc(Cl)cc1	2.4	-4.3%	-13.8%	5.9	-1.8%	-8.3%	-82.5%	-0.6	1.3
20	COC(=O)[C@]12CCCCC=C1N(CCC1=CCCCC1)C(=O)[C@H](CC(=O)N1CCSCC1)C2	6.8	-4.1%	1.5%	-7.6	7.8%	-4.1%	?	-0.9	-12.1
21	NC1=NC[C@H](Cc2ccc(O)cc2)N1CCC12CC3CC(CC(C3)C1)C2	3.9	4.5%	11.4%	1.0	-7.3%	-7.7%	0.0%	-0.2	0.8
22	O=C(C[C@@H]1C/C=C/CCCC(=O)O[C@H](c2ccccc2)CNC1=O)N[C@H](CO)Cc1ccccc1	3.7	1.6%	0.8%	34.7	-0.7%	-1.5%	-2.0%	-0.1	-4.4
23	CCOC(=O)c1cn(CC#N)c2cc(F)c(F)cc2c1=O	13.8	-0.4%	-1.1%	-19.6	9.5%	-3.7%	1.9%	2.3	-0.9
24	Cc1ccccc1N1C(=O)C2C3C=CC(CC3)C2C1=O (stereo not drawn)	8.3	2.6%	15.5%	-0.5	-21.5%	-2.1%	-6.2%	-0.1	2.3
25	CCCCn1c(N)c(N(CCOC)C(=O)CSCC(=O)Nc2cccc(C)c2)c(=O)[nH]c1=O	-0.5	1.0%	2.2%	6.1	6.5%	-1.1%	8.5%	-2.7	0.0
26	COc1ccc(-c2cnc(N)nc2-c2ccc(OC)cc2O)cc1	-24.8	-3.5%	3.0%	7.6	-12.2%	-1.0%	?	-0.6	2.6
27	COc1ccc(C(CC(=O)Nc2ccccc2OC)n2cccc2)cc1 (stereo not drawn)	4.0	-1.5%	-5.8%	24.0	-5.1%	-0.2%	?	-0.5	4.7
28	Cc1ccccc1OCCCC(=O)Nc1nncs1	-0.4	0.5%	3.6%	1.0	0.5%	0.9%	29.8%	-2.2	0.1
29	O=C(/C=C/c1ccccc1)NC(=S)Nc1ccc(N2CCOCC2)cc1	/	-3.8%	6.9%	-11.9	-7.1%	-12.1%	25.0%	-0.2	-1.5
30	CCCOc1ccc(/C=N/NC(=O)C2CCCN2S(=O)(=O)c2ccc(Cl)cc2)cc1 (stereo not drawn)	-7.3	2.2%	-11.2%	-2.7	-13.1%	0.9%	?	0.6	8.9
31	COc1ccc(C2C(C(=O)c3cccs3)=C(O)C(=O)N2c2nncs2)cc1 (stereo not drawn)	/	-9.0%	-0.9%	8.2	-5.2%	?	0.2%	-0.4	-3.7
32	O=C(NCCN1CCCC1)C1(S(=O)(=O)c2ccc(Cl)cc2)CC1	/	-0.6%	-16.2%	-23.1	4.9%	-5.2%	-1.6%	0.0	-43.0
33	CCOC(=O)c1nnn(-c2nonc2N)c1COc1ccccc1	1.1	5.9%	10.6%	-57.8*	-2.6%	-6.3%	-5.0%	0.0	-0.8
34	O=C(Nc1nnc(-c2ccccc2F)s1)c1ccccc1F	5.8	11.7%	2.0%	11.0	0.7%	-6.8%	42.3%[activator]	0.5	2.9
35	COCCC(=O)N1CCC(Oc2ccc(C(=O)N(C)C3CCCCC3)cc2)CC1	7.2	3.4%	1.0%	12.9	0.6%	-7.5%	9.9%	0.0	1.1
36	CCOc1ccc(CCNC(=O)c2cc3c(C)nccc3[nH]c2=O)cc1OCC	-11.4	7.8%	-1.4%	35.9	-31.2%	-1.5%	-27.0%	-2.9	20.9
37	COc1ccc(CCn2c(O)c(C=Nc3cccc(F)c3)c(=O)[nH]c2=O)cc1OC	-7.4	17.0%	-9.9%	20.3	-8.0%	-1.7%	4.6%	-1.3	11.4
38	O=C(C1CCC(CNc2c(N3CCCCC3)c(=O)c2=O)CC1)N1CCCC1 (stereo not drawn)	2.6	0.0%	4.6%	-18.0	-0.7%	-10.0%	-9.6%	0.6	0.5
39	CCN(CC)CCNC(=O)c1cc(Sc2nnc(C)s2)nc2ccccc12	2.4	8.2%	3.6%	2.8	-6.9%	-3.1%	4.3%	-0.7	1.7
40	O=C(COC(=O)c1ccc2ncsc2c1)NC(=O)c1ccccc1	-2.3	-2.8%	-1.3%[7.66 µM]	20.3	-17.0%	-6.4%	3.0%[7.66 µM]	1.7	1.0

# Record cards (already shown):
# `COc1ccc(CCn2c(O)c(C=Nc3cccc(F)c3)c(=O)[nH]c2=O)cc1OC` across the screens: PI5P4K alpha inh = -7.4; GLP1R ag = 17.0%; HEK293 tox = -9.9%; DRD3 antagonist = 20.3; WRN helicase inh = -8.0%; PLK1 PBD block = -1.7%; GLP1R inv ag = 4.6%; IL-2 act = -1.3; D3 ag = 11.4
# `O=C(COC(=O)c1ccc2ncsc2c1)NC(=O)c1ccccc1` across the screens: PI5P4K alpha inh = -2.3; GLP1R ag = -2.8%; HEK293 tox = -1.3%[7.66 µM]; DRD3 antagonist = 20.3; WRN helicase inh = -17.0%; PLK1 PBD block = -6.4%; GLP1R inv ag = 3.0%[7.66 µM]; IL-2 act = 1.7; D3 ag = 1.0

# Next part
No.	SMILES	PI5P4K alpha inh	GLP1R ag	HEK293 tox	DRD3 antagonist	WRN helicase inh	PLK1 PBD block	GLP1R inv ag	IL-2 act	D3 ag
41	CN(C(=O)c1ccc(Cl)cc1)C1=CCCCC1CCC#N (stereo not drawn)	8.5	21.2%	0.3%	11.9	-34.6%	-4.0%	1.1%	-0.6	-6.6
42	O=C(NCc1ccccn1)c1cnc2sccn2c1=O	1.2	-5.7%	0.0%	16.3	5.0%	-2.0%	5.6%	0.5	-2.4
43	FC(F)(F)c1nnc2ccc(-n3ccnc3)nn12	-1.7	-1.8%	12.8%	6.9	1.2%	-1.8%	-13.7%	1.4	2.4
44	COC(=O)C1=C(C)OC(N)=C(C#N)C1C1CCCCC1 (stereo not drawn)	/	1.1%	3.3%	-9.3	-15.3%	-9.8%	0.3%	0.4	-3.5
45	NS(=O)(=O)c1ccc(CCNC(=O)CNC(=O)c2ccccc2F)cc1	20.3	3.7%	7.3%	-10.8	-2.2%	3.6%	19.0%	1.0	1.5
46	COc1cccc(NC(=O)N(C2CCCCC2)C(C)c2cccs2)c1 (stereo not drawn)	/	-4.8%	3.7%	-6.0	-11.2%	3.8%	8.9%	-0.5	6.6
47	COC(=O)c1ccccc1S(=O)(=O)N1CCC(C(=O)OCC(=O)NC2CCCCC2C)CC1 (stereo not drawn)	7.6	-8.1%	4.4%	8.0	-1.6%	-8.4%	20.7%	-0.6	9.4
